From PubChem
Mito fusion yeast = qHTS Assay for Small Molecule Inhibitors of Mitochondrial Division or Activators of Mitochondrial Fusion; S. cerevisiae fusion-defective mutant growth rescue, CellTiterGlo 48 h; Potency, µM (series often up to 46.1 µM), for the others: top-dose growth rescue (activation), actives largely listed as activators; 320,000 tested, 0.23% active; AID 485298, 2010;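 also: potency is read from the fitted curve at half-maximal effect; % of control where 0% means no effect; nearly all actives have a fitted effect of over 45% in size; temperature-sensitive fusion mutants such as fzo1-1 at 37 °C on non-fermentable ethanol glycerol medium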
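Luminescent cell viability in 1536-well qHTS format served as the measure of rescued growth in ts fusion-mutant S. cerevisiae cultured on non-fermentable YPEG for 48 hours at 37C.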
KCNH2 WT inh = qHTS for Inhibitors of KCHN2 3.1: Wildtype qHTS; Voltage-gated inwardly rectifying potassium channel KCNH2 (Homo sapiens), Q12809; U2OS, BacMam KCNH2, thallium flux FluxOr; hits give low values; activity change, % at 1.84 µM; 340,000 tested, 0.37% active; AID 720551, 2013;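 active = maximum activity change below -70%; inconclusive = maximum activity change between -70% and -50%; inactive = maximum activity change above -50%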; also: % is scaled to controls: 0 for no effect and ±100 for the full control effect
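U2OS cells transduced with wild-type KCNH2 virus are loaded with FluxOr dye for 45 min, and thallium flux is measured in kinetic reads before and after stimulation buffer. Rate constants are normalized to DMSO controls.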
TCR activator = Activators of T cell receptors: qHTS campaign; primary human leukocytes, anti-CD3, IL-2 HTRF, 48 h; Potency, µM (highest dose often 9.22 µM), for the others: top-dose activation of IL-2 secretion, most hits filed as activators; 330,000 tested, under 10 active; AID 504894, 2011; also: % of control where 0% means no effect
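Using a-CD3 beads without co-stimulation, primary human leukocytes were exposed to compounds for 48 hr. An HTRF IL-2 kit measured the cytokine, with europium-to-d2 energy transfer producing emission at 665nm upon 320nm excitation.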
TSHR antagonist = Antagonists of the Thyroid Stimulating Hormone Receptor: HTS campaign; AID 504810, 2011; TSHR-expressing cells, TSH-stimulated cAMP HTRF, 2 h; hits give low values; 330,000 tested, 0.2% active; activity change, negative = inhibition, % at 11.5 µM; Thyrotropin receptor (Homo sapiens), P16473;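 active = activity change below a set negative limit, meaning inhibition stronger than a set level, cut at about -70% in these data; inconclusive = activity change between two set negative limits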; also: % is scaled to controls: 0 for no effect and ±100 for the full control effect
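Read-out is FRET at 665 nm (cryptate excitation 337 nm) from a cryptate-tagged anti-cAMP antibody, competed by cell cAMP against cAMP-d2. Compounds are tested on freshly harvested TSHR cells challenged with 4nM TSH (EC80) for 2 hours at 37 deg C.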
ELG1 repair inh = qHTS screen for small molecules that inhibit ELG1-dependent DNA repair in human embryonic kidney (HEK293T) cells expressing luciferase-tagged ELG1 | 330,000 tested, 2.3% active | HEK293T ELG1-luciferase reporter, luminescence, 16 h; DNA damage induced by 5-fluorouridine | Potency, µM (series often up to 46.1 µM), inactives show at the highest dose activity change, negative = inhibition, usual class: inhibitors; also: potency is read from the fitted curve at half-maximal effect; % is scaled to controls: 0 for no effect and ±100 for the full control effect; nearly all actives have a fitted effect of over 55% in size
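Overnight (16 hr) co-exposure of 2,000 cells/well to 5-fluorouridine and compound at 37 °C preceded detection. Luciferase was quantified via ONE-Glo luminescence; loss of signal denotes inhibition.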
A-T KAP1 phos = qHTS Assay for Identifying a Potential Treatment of Ataxia-Telangiectasia; 320,000 tested, 0.19% active; Potency, µM (highest dose often 57.5 µM), for inactives: at the top dose activation, hits mostly activators; […] A-T fibroblasts, KAP-1 phosphorylation AlphaLISA; neocarzinostatin DNA damage 30 min before lysis; also: potency is read from the fitted curve at half-maximal effect; % of control where 0% means no effect; nearly all actives have a fitted effect of over 45% in size
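hTERT-immortalized A-T patient fibroblasts ([…]), 500 cells/well in OPTI-MEM, 1% FBS, got compounds for 60 min, then NCS for 30 min at 37C. Lysates were then assayed for phospho-KAP-1 by AlphaLISA (anti-pKAP1 donor, anti-KAP1 acceptor beads), 6 hr at 25C.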
USP2a block = qHTS Assay for Inhibitors of Ubiquitin-specific Protease USP2a Using CHOP2 as the Reporter. Ubiquitin carboxyl-terminal hydrolase 2 (Homo sapiens), O75604. USP2 core, Ub-CHOP2 coupled fluorogenic reporter, 485/531. Potency, µM (doses to about 38.3 µM), inactives show at the highest dose activity change, negative = inhibition, usual class: inhibitors. 330,000 tested, 0.01% active;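 also: potency is read from the fitted curve at half-maximal effect; plate controls were DMSO wells for no effect and full inhibition by NEM control for full effect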
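USP2 core (10nM final) preincubated 30min RT with compound in 20mM Tris-HCl pH 8.0, 2mM CaCl2, 2mM beta-mercaptoethanol, 0.05% CHAPS; 25nM Ub-CHOP2 plus 25nM reporter substrate added, fluorescence (Ex485/Em531) read after 60min.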
KCNH2 3.1 block = qHTS for Inhibitors of KCHN2 3.1: Mutant qHTS | Potassium voltage-gated channel subfamily H member 2, brain isoform KCNH2 3.1 (human) | U2OS KCNH2 3.1, thallium flux FluxOr; hits give low values | activity change, % (tested at about 1.8 µM) | 340,000 tested, 0.95% active;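 active = maximum activity change below -70%; inconclusive = maximum activity change from -70% to -50%; inactive = maximum activity change above -50%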;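 also: thallium influx rate constant from kinetic fluorescence after stimulation buffer; % is scaled to controls: 0 for no effect and ±100 for the full control effect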
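Measured as rate of thallium-driven FluxOr signal in transduced U2OS cells carrying the 3.1 channel, read kinetically for 2 min upon stimulation; values are rate constants scaled to DMSO control wells.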
TRPV1 ag = HTS Assay for Compounds that Act as Agonists of the Vanilloid Receptor 1. TRPV1-expressing cells, Fluo-8 calcium influx, agonist mode. AID 540275, 2011. activation, % at 8.33 µM. 320,000 tested, 0.19% active; in the data active = activation above about 80%; inconclusive = between about 30% and that limit; also: 0% is about no effect
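TRPV1-expressing cells were cultured overnight at 35.5C and loaded with Fluo-8 calcium dye for 40 to 90 min at room temperature. After a 10 s baseline, compound was added and calcium influx was read kinetically for 3 min (ex 480/em 520 nm).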
Eya2 phos inh = qHTS Assay for Inhibitors of the Phosphatase Activity of Eya2 | Protein phosphatase EYA2 (Homo sapiens), O00167 | recombinant Eya2, OMFP fluorescence dephosphorylation (OMFP is methylfluorescein phosphate) | Potency, µM (series often up to 76.9 µM), inactives show top-dose activity, negative = inhibition, hits mostly inhibitors | 330,000 tested, 0.006% active; also: potency is read from the fitted curve at half-maximal effect; % is scaled to controls: 0 for no effect and ±100 for the full control effect
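Eya2 protein (added as 0.2 uM solution) was preincubated with compound for 10 min at ambient temperature in 50 mM HEPES pH 7.5, 50 mM NaCl, 5 uM MgCl2, 0.05% BSA, 1 mM DTT. OMFP (added at 50 uM) then reacted 10 min; fluorescence read at 485/525 nm.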
Active calls of the source: *; i = inactive; ? = inconclusive; nt = not tested or not shown; [ ] = dose if it differs, or a comment. Unless noted, calls follow the shape of the dose curve; as a rule, active = well fitted curve in the direction sought with a large enough effect; inconclusive = small, poorly fitted or top-dose-only effect, or another doubt; inactive = no such curve, though single readings can be large; an effect the other way counts as inactive or inconclusive. Not all compounds are listed; the hit share may differ from the screen's.

SMILES	Mito fusion yeast	KCNH2 WT inh	TCR activator	TSHR antagonist	ELG1 repair inh	A-T KAP1 phos	USP2a block	KCNH2 3.1 block	TRPV1 ag	Eya2 phos inh
CC1(C)Cc2c(cnn2-c2cccc(F)c2)C(NC(=O)c2csnn2)C1 (configuration not stated)	-1%	-74*	3%	-7	-1%	6%	0%	?	?	6%
COCCSc1ccccc1C(=O)NCCc1ccccc1	4%	nt	-20%	-7	2%	2%	-6%	14	5	7%
N#CC1=C(S)N=C(N)C(c2nc(-c3ccccc3)cs2)C12CCCCC2 (configuration not stated)	5%	-7	-2%	2	?	-7%	-4%	1	4	0%
O=C(O)/C(=C\c1ccc(Cl)c([N+](=O)[O-])c1)c1ccc(S(=O)(=O)N2CCCCC2)s1	-8%	-1	3%	-11	6%	6%	-13%	-2	8	-7%
Cc1ccc(NC(=O)CCSc2ccccc2)c(C)c1	12%	nt	nt	-5	?	1%	1%	nt	0	0%
CCCCNc1c([N+](=O)[O-])ncn1C	-6%	-5	2%	-4	-7%	-8%	1%	?	2	-4%
COC(=O)C1=CNC=C(C(=O)OC)C1c1ccc(C(=O)OC)cc1	4%	3	-3%	22	11%	?	2%	-2	1	-13%
O=C(NCC1CCN(C(=O)c2c(F)c(F)c(F)c(F)c2F)CC1)c1c(F)c(F)c(F)c(F)c1F	-9%	-19	0%	14	2%	-4%	-1%	10	14	-4%
CN(C(=O)c1ccccc1C(=O)OCC(=O)Nc1ccc(S(N)(=O)=O)cc1)c1ccccc1	-8%	-2	5%	-5	10%	-10%	1%	-29	1	2%
CC1=CCC2C(=O)N(c3nc4ccccc4n3C)C(=O)C2C1 (configuration not stated)	4%	8	1%	nt	nt	nt	nt	-14	3	nt
COCCNC(=O)/C(C#N)=C1\N=C(N)c2ccccc21	-3%	6	-8%[46.1 µM]	6	-26%	1%	4%	4	3	-1%
COC(=O)c1ccc(C2NCCc3cc(OC)c(OC)cc32)cc1 (configuration not stated)	0%	20	2%	2	2%	-3%	-2%	12	-1	-26%
CCC(=O)N=c1sc2cc([N+](=O)[O-])ccc2n1CCOC	0%	0	-5%[46.1 µM]	34	8%	0%	2%	-19	-3	1%
CCCc1cc(=O)oc2cc(OCC(=O)NCCc3c[nH]c4ccc(OC)cc34)ccc12	2%	-1	3%	-7	?	16%	0%	8	-1	1%
Cc1cc(NS(=O)(=O)c2ccc(NC(=O)c3ccc([N+](=O)[O-])c(Cl)c3)cc2)no1	2%	-2	2%	9	?	11%	2%	-3	-2	15%
Cc1c(C(=O)N2CCC(N3CCSCC3)CC2)oc2c(F)cccc12	-9%	-3	-3%	4	6%	-3%	4%	-7	5	8%
O=C(c1cc2cc(Br)ccc2o1)N1CCCCC1	-1%	i	0%	-23	?	0%	3%	-28	?	6%
CCCc1nc2c(C)cc(C)cc2c(N)c1CC	7%	8	3%	-8	0%	-3%	1%	-8	3	21%
Cc1ccc(C(=O)Nc2nc(COc3ccccc3)cs2)s1	21%	-1	0%	nt	nt	nt	nt	-2	?	nt
FC(F)(F)c1ccc(CN2C[C@@H]3C(c4ccc(Cl)nc4)C4(c5cccnc5)CC3(C4)[C@H]2c2ccccc2)cc1 (some centres not stated)	-15%	1	-1%	-15	1%	3%	-1%	19	-9	7%
CCCCCCOC(=O)C(C#N)c1nc2ccccc2nc1N1CCN(CC)CC1 (configuration not stated)	-16%	-6	3%	-10	-26%	-7%	6%	-46	10	-26%
CCCCNC(=O)C1CC(c2cccc([N+](=O)[O-])c2)=NO1 (configuration not stated)	4%	15	2%	-6	?	4%	3%	-1	6	9%
O=C1C=CC(O)(c2cc(=O)c3c(O)cc(O)cc3o2)C=C1	1%	1	-3%	-6	3.3µM*	24%	4%	30	0	7%
Cc1ccc(OCCCCNC2CCCCC2)c(C)c1	7%	4	-8%	14	-3%	-3%	-5%	-22	-5	-11%
CCOC(=O)c1c(C)[nH]c(C(=O)COC(=O)c2ccncc2)c1C	-2%	-6	-3%	1	-5%	3%	0%	-31	0	-4%
SMILES	Mito fusion yeast	KCNH2 WT inh	TCR activator	TSHR antagonist	ELG1 repair inh	A-T KAP1 phos	USP2a block	KCNH2 3.1 block	TRPV1 ag	Eya2 phos inh
Cc1sc2ncn(CC(=O)Nc3c(F)cccc3F)c(=O)c2c1S(=O)(=O)N1CCC(C)CC1	1%	24	11%	9	-7%	0%	1%	12	2	-13%
O=C(NC1CC1)c1cccc2c1C(=O)c1ccc(N3CCC(Cc4ccccc4)CC3)cc1S2(=O)=O	nt	-9	-2%	-23	?	-8%	7%	-20	nt	7%
C=CCN1C(=O)C(C)NC1=S (configuration not stated)	-6%	-6	0%	24	16%	-4%	-1%	-7	-8	-6%
CC(C)[C@H]1C(=O)Nc2ccccc2N1C(=O)N[C@@H](Cc1ccccc1)C(=O)N[C@H](Cc1ccccc1)C(=O)O	-3%	-1	-1%	-16	7%	-13%	-1%	-5	1	9%
CC1CCN(c2ccc(C(=O)NCc3ccco3)cc2[N+](=O)[O-])CC1	?	-3	1%[46.1 µM]	-6	-1%	-3%	-5%	-11	?	-12%
Cc1ccc(Cn2nnc3c(=O)n(Cc4cc(C)ccc4C)cnc32)cc1	3%	7	2%[46.1 µM]	-11	2%	3%	-6%	-1	0	1%
O=c1cc(-c2ccncc2)oc2c1ccc1ccccc12	3%	4	-11%	-7	?	-1%	-2%	4	0	11%
CCCOc1ccc(NC(=O)C2OC3OC(C)(C)OC3C3OC(C)(C)OC23)cc1 (configuration not stated)	-3%	nt	-1%[46.1 µM]	9	11%	5%	3%	nt	3	-15%
O=S(=O)(c1ccc(SCCO)nc1)N1CCCC1	1%	4	5%	-3	-1%	8%	-1%	6	1	-14%
CC(NC(=O)c1cc2cc(F)ccc2[nH]1)c1ccccc1 (configuration not stated)	18%	-21	-2%	3	?	-9%	3%	-22	?	7%
CN(CC(=O)NCCc1ccc(S(N)(=O)=O)cc1)S(=O)(=O)c1ccc(Br)s1	1%	8	1%	4	-5%	3%	2%	5	-1	1%
CC(C)(C)N1C(=O)[C@H]2[C@@H](c3ccc(Br)cc3)N3C(=O)N(c4cccc(F)c4)C(=O)[C@@]3(Cc3ccccc3)[C@H]2C1=O	5%	-1	1%	-1	17%	9%	0%	0	1	1%

Some of these compounds in order of SMILES length, smallest number first.
SMILES	Mito fusion yeast	KCNH2 WT inh	TCR activator	TSHR antagonist	ELG1 repair inh	A-T KAP1 phos	USP2a block	KCNH2 3.1 block	TRPV1 ag	Eya2 phos inh
O=c1cc(-c2ccncc2)oc2c1ccc1ccccc12	3%	4	-11%	-7	?	-1%	-2%	4	0	11%
CC1CCN(c2ccc(C(=O)NCc3ccco3)cc2[N+](=O)[O-])CC1	?	-3	1%[46.1 µM]	-6	-1%	-3%	-5%	-11	?	-12%
CN(CC(=O)NCCc1ccc(S(N)(=O)=O)cc1)S(=O)(=O)c1ccc(Br)s1	1%	8	1%	4	-5%	3%	2%	5	-1	1%
Cc1sc2ncn(CC(=O)Nc3c(F)cccc3F)c(=O)c2c1S(=O)(=O)N1CCC(C)CC1	1%	24	11%	9	-7%	0%	1%	12	2	-13%
O=C(NC1CC1)c1cccc2c1C(=O)c1ccc(N3CCC(Cc4ccccc4)CC3)cc1S2(=O)=O	nt	-9	-2%	-23	?	-8%	7%	-20	nt	7%
CC(C)[C@H]1C(=O)Nc2ccccc2N1C(=O)N[C@@H](Cc1ccccc1)C(=O)N[C@H](Cc1ccccc1)C(=O)O	-3%	-1	-1%	-16	7%	-13%	-1%	-5	1	9%
CC(C)(C)N1C(=O)[C@H]2[C@@H](c3ccc(Br)cc3)N3C(=O)N(c4cccc(F)c4)C(=O)[C@@]3(Cc3ccccc3)[C@H]2C1=O	5%	-1	1%	-1	17%	9%	0%	0	1	1%
